Screens: PubChem BioAssay, Sanford-Burnham Center for Chemical Genomics
NTR1 ag: agonists of NTR1, primary screen, imaging, U2OS cells, beta-arrestin-GFP, high content (AID 493036); NTR1-U2OS beta-arrestin-GFP spot imaging, agonist mode; activation, % at 20 µM; 330,000 tested, 0.17% active;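 active = activation at or above 40% of the spot to cytoplasm intensity ratio, with at least 20 cells analyzed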;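 note: 0% = DMSO without peptide and 100% = 100 nM NTR1 peptide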
Target sequence (P30989 whole entry, looked up): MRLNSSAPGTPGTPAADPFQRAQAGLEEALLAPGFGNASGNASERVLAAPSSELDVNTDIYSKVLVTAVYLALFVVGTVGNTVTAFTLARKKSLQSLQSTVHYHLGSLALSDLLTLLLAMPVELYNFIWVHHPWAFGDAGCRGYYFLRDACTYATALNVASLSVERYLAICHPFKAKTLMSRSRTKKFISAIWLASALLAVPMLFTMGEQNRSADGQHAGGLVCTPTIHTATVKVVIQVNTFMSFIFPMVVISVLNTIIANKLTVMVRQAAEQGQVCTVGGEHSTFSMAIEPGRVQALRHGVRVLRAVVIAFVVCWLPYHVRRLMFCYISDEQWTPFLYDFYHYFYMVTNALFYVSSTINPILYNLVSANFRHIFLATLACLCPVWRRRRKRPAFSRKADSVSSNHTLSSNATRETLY
NTR1 ag cell count 20 µM: recorded beside NTR1 ag, whose call it bears; cell count; measured here: cell count, cytotoxicity flag
* = called active by the depositor. Only part of the results is shown (hit frequency here may not be typical).

Sample of the layout (five entries):
`CCOC(=O)C1=C(COC(=O)CCOc2ccccc2)NC(=O)NC1C` (stereo unspecified) gave NTR1 ag 0.3 and NTR1 ag cell count 20 µM 62.
For C=C(C)c1cc2c(ccc3ccc(=O)oc32)o1 the results were NTR1 ag 2.1 and NTR1 ag cell count 20 µM 72.
`CCc1noc(C)c1C(=O)Nc1ccc(F)c(F)c1` gave NTR1 ag 0.4 and NTR1 ag cell count 20 µM 67.
`COc1ccccc1C(=O)NCC(=O)OCC(=O)c1cccc2ccccc12` gave NTR1 ag -1.3 and NTR1 ag cell count 20 µM 59.
COc1ccccc1C(=O)NCCC(=O)NCC(c1ccc(F)cc1)N1CCOCC1 (stereo unspecified) was read as NTR1 ag -0.4 and NTR1 ag cell count 20 µM 76.

Results, repeating the preview:
`CCOC(=O)C1=C(COC(=O)CCOc2ccccc2)NC(=O)NC1C` (stereo unspecified) gave NTR1 ag 0.3 and NTR1 ag cell count 20 µM 62.
For C=C(C)c1cc2c(ccc3ccc(=O)oc32)o1 the results were NTR1 ag 2.1 and NTR1 ag cell count 20 µM 72.
`CCc1noc(C)c1C(=O)Nc1ccc(F)c(F)c1` gave NTR1 ag 0.4 and NTR1 ag cell count 20 µM 67.
`COc1ccccc1C(=O)NCC(=O)OCC(=O)c1cccc2ccccc12` gave NTR1 ag -1.3 and NTR1 ag cell count 20 µM 59.
COc1ccccc1C(=O)NCCC(=O)NCC(c1ccc(F)cc1)N1CCOCC1 (stereo unspecified) was read as NTR1 ag -0.4 and NTR1 ag cell count 20 µM 76.
CCOc1ccc(C(=O)NNC(=O)CCNC(=O)c2ccco2)cc1OC was read as NTR1 ag 0.0 and NTR1 ag cell count 20 µM 52.
For O=c1[nH]c(NCCO)c(N=Cc2ccccc2)c(=O)[nH]1 the results were NTR1 ag -0.1 and NTR1 ag cell count 20 µM 47.
Screening O=S(=O)(/N=C(/c1ccccc1)N1CCOCC1)c1ccc(F)cc1F returned NTR1 ag -1.0 and NTR1 ag cell count 20 µM 57.
For CCCCOc1ccc(C(=O)NCC(=O)NCCOc2ccc(C)cc2)cc1 the results were NTR1 ag -0.5 and NTR1 ag cell count 20 µM 49.
CC(=O)C[C@H](O)CC(=O)[C@@H]1OC(=O)[C@H](C)C/C=C\Cc2ccccc21 was read as NTR1 ag 1.3 and NTR1 ag cell count 20 µM 54.
Screening CC(C)OC(=O)c1ccc(NC(=O)c2cccc(-n3cnnn3)c2)cc1 returned NTR1 ag 5.2 and NTR1 ag cell count 20 µM 47.
O=C(NC(=S)NCc1ccccc1)c1ccc(Br)cc1 was read as NTR1 ag 3.0 and NTR1 ag cell count 20 µM 41.
For COc1ccc(NC(C)=O)cc1NC(C)C(=O)Nc1cccc(S(=O)(=O)N2CCOCC2)c1 (stereo unspecified) the results were NTR1 ag 0.1 and NTR1 ag cell count 20 µM 80.
CCOCCn1ccc2c(OCC(=O)Nc3ccc(OC)cc3OC)cccc2c1=O was read as NTR1 ag 2.1 and NTR1 ag cell count 20 µM 61.
For Cc1ccc(S(=O)(=O)N2CCOCC2)cc1C(=O)NCc1ccccn1 the results were NTR1 ag -1.1 and NTR1 ag cell count 20 µM 52.
For COc1cccc(CNC(C)C(=O)Nc2ccc(S(=O)(=O)N3CCCC3)cc2)c1 (stereo unspecified) the results were NTR1 ag -0.5 and NTR1 ag cell count 20 µM 69.
Screening COCCN(C(=O)COC(=O)CCC1CCCC1)c1c(N)n(Cc2ccccc2)c(=O)[nH]c1=O returned NTR1 ag 1.4 and NTR1 ag cell count 20 µM 49.
For Cc1ccc2c(c1)N(CC(=O)Nc1nccs1)C(=O)CO2 the results were NTR1 ag -0.4 and NTR1 ag cell count 20 µM 76.
Screening Cc1cccc(C(=O)NCCC(=O)NCc2ccccc2Cl)c1 returned NTR1 ag -1.6 and NTR1 ag cell count 20 µM 59.
Screening O=C1COc2ccc(C(=O)CSc3ccc(Br)cc3)cc2N1 returned NTR1 ag 9.0 and NTR1 ag cell count 20 µM 58.

Some of these compounds in order of number of heavy atoms, highest first:
Screening COCCN(C(=O)COC(=O)CCC1CCCC1)c1c(N)n(Cc2ccccc2)c(=O)[nH]c1=O returned NTR1 ag 1.4 and NTR1 ag cell count 20 µM 49.
For COc1ccc(NC(C)=O)cc1NC(C)C(=O)Nc1cccc(S(=O)(=O)N2CCOCC2)c1 (stereo unspecified) the results were NTR1 ag 0.1 and NTR1 ag cell count 20 µM 80.
CCOCCn1ccc2c(OCC(=O)Nc3ccc(OC)cc3OC)cccc2c1=O was read as NTR1 ag 2.1 and NTR1 ag cell count 20 µM 61.
For Cc1ccc(S(=O)(=O)N2CCOCC2)cc1C(=O)NCc1ccccn1 the results were NTR1 ag -1.1 and NTR1 ag cell count 20 µM 52.
For Cc1ccc2c(c1)N(CC(=O)Nc1nccs1)C(=O)CO2 the results were NTR1 ag -0.4 and NTR1 ag cell count 20 µM 76.

(listing goes on)
For O=C(COC(=O)c1cc(=O)[nH]c2ccccc12)Nc1ccc(F)cc1 the results were NTR1 ag 1.0 and NTR1 ag cell count 20 µM 56.
Screening CCOC(=O)c1c(NC(=O)COC(=O)CCOc2ccc(C)cc2)sc(C(=O)N(C)C)c1C returned NTR1 ag 1.5 and NTR1 ag cell count 20 µM 55.
For N#Cc1ccccc1NC(=O)C(=O)NCCCN1CCCC1=O the results were NTR1 ag 0.3 and NTR1 ag cell count 20 µM 64.
Screening O=C(COC(=O)c1cc([N+](=O)[O-])ccc1N1CCCC1)Nc1ccccc1OC(F)F returned NTR1 ag 3.7 and NTR1 ag cell count 20 µM 62.
Screening CCN(CC(=O)Nc1c(F)cccc1F)C(=O)CN1C(=O)c2ccccc2C1=O returned NTR1 ag -0.6 and NTR1 ag cell count 20 µM 65.
Screening O=C(COC(=O)CCN1C(=O)c2ccccc2C1=O)Nc1ccccc1[N+](=O)[O-] returned NTR1 ag 0.4 and NTR1 ag cell count 20 µM 44.
`Cc1cccc(N2C(=O)C3CCCN3C2=S)c1C` (stereo unspecified) gave NTR1 ag 0.9 and NTR1 ag cell count 20 µM 52.
`CCOc1ncccc1C(=O)Nc1cccc(S(=O)(=O)N2CCOCC2)c1` gave NTR1 ag 4.9 and NTR1 ag cell count 20 µM 55.
For COCCN(C(=O)CSc1nnc(-c2ccccc2F)o1)c1c(N)n(CC(C)C)c(=O)[nH]c1=O the results were NTR1 ag -0.7 and NTR1 ag cell count 20 µM 57.
`CCc1noc(C)c1C(=O)OCC(=O)Nc1ccc(F)cc1Cl` gave NTR1 ag -1.9 and NTR1 ag cell count 20 µM 54.
Screening CN(C)C1CCN(Cc2cc(COCc3ccccc3)c3cccnc3c2O)C1 (stereo unspecified) returned NTR1 ag -1.2 and NTR1 ag cell count 20 µM 67.
Cc1ccc(S(=O)(=O)N2CCCCC2)cc1NC(=O)CCc1nc2ccccc2c(=O)[nH]1 was read as NTR1 ag 1.2 and NTR1 ag cell count 20 µM 52.
`CCOC(=O)C1C(C(C)=O)=C(c2ccccc2)c2ccccc2N1S(=O)(=O)C(F)(F)F` (stereo unspecified) gave NTR1 ag 2.7 and NTR1 ag cell count 20 µM 60.
`C[C@@H]1COC(=O)[C@@H](CC(=O)OC(C)(C)C)C/C=C\C[C@H](CC(=O)N(CCO)Cc2ccccc2)C(=O)N1` gave NTR1 ag -1.2 and NTR1 ag cell count 20 µM 54.
Cc1ccc(S(=O)(=O)N2CCN(C(=O)C3CC(=O)N(c4ccc5c(c4)OCCO5)C3)CC2)cc1 (stereo unspecified) was read as NTR1 ag 1.7 and NTR1 ag cell count 20 µM 50.
O=C(Cc1cccc(NC(=O)C2CCN(C(=O)C3CCC3)CC2)c1)Nc1cccc(C(=O)N2CCCC2)c1 was read as NTR1 ag 0.6 and NTR1 ag cell count 20 µM 46.
`Cc1ccc(NC(=O)c2cccnc2)cc1S(=O)(=O)N1CCOCC1` gave NTR1 ag -1.4 and NTR1 ag cell count 20 µM 56.
Cc1ccc(NC(=O)CN(C)C(=O)c2cc(-c3ccccc3)nn2-c2ccccc2)cc1 was read as NTR1 ag 0.2 and NTR1 ag cell count 20 µM 73.
For Cc1ccsc1CN(C)CC(=O)NCC(=O)Nc1ccc(F)c(F)c1F the results were NTR1 ag -0.4 and NTR1 ag cell count 20 µM 63.
Screening O=C(COC(=O)c1ccccc1O)Nc1ccc(N2CCOCC2)cc1 returned NTR1 ag -1.9 and NTR1 ag cell count 20 µM 66.
COc1ccc(N2CC(C(=O)Nc3nc(-c4ccccc4)c(C(C)=O)s3)CC2=O)c(OC)c1 (stereo unspecified) was read as NTR1 ag -0.7 and NTR1 ag cell count 20 µM 51.
For O=C(NCC(c1ccco1)N1CCCC1)c1cc(=O)[nH]c2ccccc12 (stereo unspecified) the results were NTR1 ag 2.0 and NTR1 ag cell count 20 µM 55.
Screening COc1ccccc1C(=O)NC(CCSC)C(=O)N1CCC(Cc2ccccc2)CC1 (stereo unspecified) returned NTR1 ag 3.3 and NTR1 ag cell count 20 µM 47.
`O=C(NC1CCC(O)CC1)c1ccc(Br)o1` (stereo unspecified) gave NTR1 ag 0.4 and NTR1 ag cell count 20 µM 63.
COc1cc(NC(=O)COc2ccc(-n3cnnn3)cc2)cc(OC)c1OC was read as NTR1 ag 0.2 and NTR1 ag cell count 20 µM 67.
Screening CC(Sc1nnc(-c2cccnc2)n1C)C(=O)N1CCOCC1 (stereo unspecified) returned NTR1 ag -0.5 and NTR1 ag cell count 20 µM 60.
Cc1sc2nc(CSCC(=O)Nc3c(F)cccc3F)[nH]c(=O)c2c1C was read as NTR1 ag -0.2 and NTR1 ag cell count 20 µM 70.
CCOc1ccc(C(=O)C(C)OC(=O)c2nc(Cl)ccc2Cl)cc1 (stereo unspecified) was read as NTR1 ag 0.2 and NTR1 ag cell count 20 µM 69.
CCOc1ccc(NC(=O)Cc2ccc(S(=O)(=O)N3CCCCC3)cc2)cc1OCC was read as NTR1 ag 2.3 and NTR1 ag cell count 20 µM 55.
`CCc1cc(C(=O)N2CCN(c3ncccn3)CC2)sc1C` gave NTR1 ag 1.2 and NTR1 ag cell count 20 µM 61.
For CC(Oc1ccc(F)cc1)C(=O)Oc1ccc(N(C)S(=O)(=O)c2ccccc2)cc1 (stereo unspecified) the results were NTR1 ag -0.1 and NTR1 ag cell count 20 µM 57.
CC1OC(OC2C(Oc3c(-c4ccc(O)cc4)oc4cc(O)cc(O)c4c3=O)OC(COC3O[C@@H](C)[C@H](O)[C@@H](O)C3O)C(O)C2O)C(O)C(O)C1O (stereo partly specified) was read as NTR1 ag -2.3 and NTR1 ag cell count 20 µM 93.
`CC1CCCC(NC(=O)COC(=O)c2ccc3c(c2)OCCO3)C1C` (stereo unspecified) gave NTR1 ag 2.9 and NTR1 ag cell count 20 µM 70.
For Cc1ccc(CN(C)C(=O)CCNS(=O)(=O)c2ccccc2)o1 the results were NTR1 ag -2.1 and NTR1 ag cell count 20 µM 67.
`CC1CC(C)CN(C(=O)C2CC(=O)N(c3ccc4c(c3)OCCO4)C2)C1` (stereo unspecified) gave NTR1 ag -1.0 and NTR1 ag cell count 20 µM 109.
COc1ccccc1CCC(=O)Nc1cccc(S(=O)(=O)N2CCCCCC2)c1 was read as NTR1 ag 0.4 and NTR1 ag cell count 20 µM 53.
For CC(C)NC(=O)Nc1ccc2c(c1)CC(=O)N([C@@H](C)CO)C[C@H](C)[C@@H](CN(C)C(=O)NC1CCCCC1)O2 the results were NTR1 ag -0.5 and NTR1 ag cell count 20 µM 50.
Screening N#Cc1ccc(CSc2nnc(NC(=O)CCc3nc4ccccc4c(=O)[nH]3)s2)cc1 returned NTR1 ag -0.2 and NTR1 ag cell count 20 µM 67.
Screening Cc1c(Cl)cccc1NC(=O)CNC(=O)c1ccc2c(c1)OCCO2 returned NTR1 ag 2.5 and NTR1 ag cell count 20 µM 62.
CC(C(=O)Nc1ccc(N(C)C)cc1)N1C(=O)c2ccccc2S1(=O)=O (stereo unspecified) was read as NTR1 ag -1.4 and NTR1 ag cell count 20 µM 36.
`CC(C)(C)OC(=O)COc1cc(F)ccc1[N+](=O)[O-]` gave NTR1 ag -3.9 and NTR1 ag cell count 20 µM 95.
O=C(C[C@H]1C[C@H](C(=O)N2CCCCC2)[C@@]2(CCc3ccccc3)c3[nH]c4ccc(Cl)cc4c3CCN2C1=O)NCCCn1ccnc1 was read as NTR1 ag 24 and NTR1 ag cell count 20 µM 38.
O=C1[C@H]2[C@@H](c3ccc(F)cc3)N3C(=O)N(c4cccc(F)c4)C(=O)[C@@]3(Cc3ccc(Cl)cc3)[C@H]2C(=O)N1C1CCCCC1 was read as NTR1 ag 7.0 and NTR1 ag cell count 20 µM 67.
For CS(=O)(=O)c1ccc(Cl)c(NC(=O)COC(=O)CCc2c[nH]c3ccccc23)c1 the results were NTR1 ag -0.2 and NTR1 ag cell count 20 µM 76.
O=C1CCCC/C=C\C[C@H](CC(=O)N(CCO)Cc2ccccc2)C(=O)NC[C@H](c2ccccc2)O1 was read as NTR1 ag -2.0 and NTR1 ag cell count 20 µM 47.
`COc1cc(OC)cc(C(=O)N2CCN(c3ccc(N4CCOCC4)nn3)CC2)c1` gave NTR1 ag -0.9 and NTR1 ag cell count 20 µM 42.
Screening Cc1cc(C)c(C)c(S(=O)(=O)N[C@@H](C)C(=O)OCC(=O)NC2CCCC(C)C2C)c1C (stereo partly specified) returned NTR1 ag 3.7 and NTR1 ag cell count 20 µM 56.
For Cc1ccc(S(=O)(=O)CCC(=O)OCC(=O)c2ccc(F)cc2)cc1 the results were NTR1 ag 0.0 and NTR1 ag cell count 20 µM 51.
`Cc1ccc(S(=O)(=O)N2C[C@@H]3[C@H]4CC[C@H](C4)[C@@H]3[C@@H](C)[C@@H]2c2ccco2)cc1` gave NTR1 ag 0.8 and NTR1 ag cell count 20 µM 66.
For CN(Cc1ccccc1)C(=O)c1nc[nH]c1C(=O)N1CCN(C(=O)OC(C)(C)C)CC1 the results were NTR1 ag -1.7 and NTR1 ag cell count 20 µM 60.
`C[C@H]1CN([C@@H](C)CO)C(=O)Cc2cc(NS(C)(=O)=O)ccc2O[C@@H]1CN(C)CC1CC1` gave NTR1 ag -1.9 and NTR1 ag cell count 20 µM 47.
`COc1ccc(OC)c(C2=Nn3c(nnc3-c3ccncc3)SC2)c1` gave NTR1 ag 1.8 and NTR1 ag cell count 20 µM 63.
